Source: PubChem BioAssay
eIF4E-4G inh – eIF4E/eIF4G interaction inhibition in translation initiation; P63073+Q04637; TR-FRET eIF4E-eIF4GI(517-606) binding, 2 h; inhibition, % at 21.7 µM; 220,000 tested, 0.37% active;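 active means inhibition above about 30%, limit read from the data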;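 further: 0% = full FRET control wells and 100% = background wells lacking eIF4GI fragment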
S1P4 antagonist – antagonists of human S1P4 receptor; O95977; S1P4-expressing cells, antagonist mode, reporter read-out; inhibition, % at 4.98 µM; 220,000 tested, 0.26% active; in the data active means inhibition above about 29%;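 further: 0% = wells stimulated with agonist and 100% = vehicle wells without agonist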
Target sequence (O95977 whole entry, looked up): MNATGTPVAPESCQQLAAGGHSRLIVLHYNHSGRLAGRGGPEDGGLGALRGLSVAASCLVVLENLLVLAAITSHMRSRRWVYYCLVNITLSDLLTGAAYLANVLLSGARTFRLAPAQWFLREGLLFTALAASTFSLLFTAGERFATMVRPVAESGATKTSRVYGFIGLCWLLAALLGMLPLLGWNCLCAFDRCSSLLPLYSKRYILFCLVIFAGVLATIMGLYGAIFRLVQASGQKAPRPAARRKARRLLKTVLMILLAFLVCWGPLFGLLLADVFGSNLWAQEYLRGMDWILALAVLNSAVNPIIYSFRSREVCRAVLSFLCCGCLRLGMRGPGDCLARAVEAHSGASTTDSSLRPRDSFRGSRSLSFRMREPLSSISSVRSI
NPY-Y1 antag – blocks the human neuropeptide Y Y1 receptor; inhibition, % at 3.6 µM; AID 1040; 200,000 tested, 1% active; P25929; HEK293-CNG Y1 cells, membrane potential fluorescence; NPY at EC95, then isoproterenol;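 active means inhibition above the campaign mean inhibition of all tested compounds plus 3 SD, cut at about 20% in these data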;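 further: 0% = DMSO wells given NPY plus isoproterenol and 100% = isoproterenol alone without NPY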
Target sequence (P25929 whole entry, looked up): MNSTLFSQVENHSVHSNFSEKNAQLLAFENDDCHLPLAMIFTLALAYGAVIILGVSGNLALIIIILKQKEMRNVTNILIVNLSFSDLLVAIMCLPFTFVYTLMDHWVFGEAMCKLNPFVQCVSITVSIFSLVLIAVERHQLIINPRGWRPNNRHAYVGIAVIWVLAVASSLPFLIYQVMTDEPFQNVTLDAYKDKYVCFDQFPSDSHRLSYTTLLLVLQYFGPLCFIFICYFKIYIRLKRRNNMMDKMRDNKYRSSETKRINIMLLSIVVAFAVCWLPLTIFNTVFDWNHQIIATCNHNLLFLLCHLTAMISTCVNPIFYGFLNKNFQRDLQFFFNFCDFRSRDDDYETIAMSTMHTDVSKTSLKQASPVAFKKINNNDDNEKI
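material = HEK293 cells with Y1 receptor plus CNG channel | also added = NPY 25 nM then isoproterenol 1 µM plus Ro 20-1724 25 µM | schedule = dye 3 h, compound 60 min room temperature, stimulation 45 min | measured by = membrane potential fluorescence | benchmarks = high control isoproterenol alone, low control NPY with isoproterenol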
NPY-Y2 PAM-ag – potentiators or agonists of human neuropeptide Y receptor Y2; P49146; cells expressing NPY-Y2, potentiator/agonist read-out; activation, % at 3.6 µM; 220,000 tested, 0.45% active; in the data active means activation above about 27%;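 further: cells stimulated with NPY near EC25 plus isoproterenol at EC100; 0% = vehicle plus submaximal agonist and 100% = vehicle plus saturating agonist; some results beyond the cut were filed as inactive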
p97 inhibitor – blocks human p97 ATPase activity | P55072 | recombinant p97 ATPase, Kinase-Glo ATP luminescence, 3 h | inhibition, % at 8 µM | 220,000 tested, 0.42% active; in the data active means inhibition above about 15%;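 further: 0% = DMSO vehicle and 100% = wells lacking enzyme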
EP2 mod – modulators of human EP2 prostaglandin E2 receptor; 260,000 tested, 0.83% active; EP2-expressing cells, cAMP HTRF FRET, PGE2 co-stimulation; AID 940; induction, % at 25 µM; P43116;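 active means compounds whose cAMP rise, as percent of the full-agonist control response, exceeds 60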;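 further: rat C6 glioma line stably carrying human EP2 under a CMV promoter; the protocol text gives 20 µM as final concentration; 100% = response of wells given 1 µM PGE2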
NPY1 pot ag – potentiators or agonists of human neuropeptide Y receptor Y1; NPY-Y1 expressing cells, potentiator/agonist activation; activation, % at 3.6 µM; 220,000 tested, 0.37% active; in the data active means activation above about 33%, passing the limit was not always enough;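 further: cells stimulated with NPY at EC10 then isoproterenol at EC100; 0% = low agonist plus stimulus and 100% = saturating agonist plus stimulus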
PGE2 EP2 inh – blocks the human prostaglandin E2 receptor EP2; inhibition, % at 25 µM; C6 glioma cells expressing human EP2, cAMP TR-FRET; cells stimulated with saturating PGE2; 260,000 tested, 0.52% active;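 active means percent inhibition above 40 after rounding to a whole number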;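 further: rat C6 glioma host cells with rolipram phosphodiesterase inhibitor present; the protocol text gives 20 µM as final concentration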
S1P4 ag – human S1P4 receptor agonism; activation, % at 4.98 µM; S1P4-expressing cell line, agonist reporter assay; 220,000 tested, 0.35% active; O95977; in the data active means activation above about 11%;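 further: 0% = DMSO vehicle and 100% = reference agonist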
* = called active by the depositor; · = not tested or not shown; & = joins results of further samples; [ ] = dose if it differs, or a comment.

SMILES	eIF4E-4G inh	S1P4 antagonist	NPY-Y1 antag	NPY-Y2 PAM-ag	p97 inhibitor	EP2 mod	NPY1 pot ag	PGE2 EP2 inh	S1P4 ag
CN(c1ccccc1C(=O)Nc1ccc(S(=O)(=O)N2CCOCC2)cc1)S(C)(=O)=O	-26.8	-31.9	-0.5	1.6	-6.9	7.9	0.1	1.6	0.1
O=C1c2cccc(OCC(=O)N3N=C(c4cccs4)CC3c3ccc(F)cc3)c2CCN1Cc1ccccc1 (stereo unspecified)	11.7[fluorescence artefact?]	-9.6	-2.5	-1.4	7.7	30.5	-17.9	14.2	1.4
O=[N+]([O-])c1cccc(Cl)c1N1CCOCC1	0.0	-10.3	0.3	-3.6	-2.3	0.8	-16.7	3.2	1.0
O=C(N/N=C/C(Br)=C/c1ccccc1)c1cccnc1	0.6	4.0	·	-8.4	-2.0	-31.2	-17.4	3.7	-0.7
COc1ccc(N(C(=O)c2cccnc2)S(=O)(=O)c2ccc3c(c2)n(C)c(=O)n3C)cc1	-4.4[fluorescence artefact?]	-6.3	8.7	16.1	-0.6	16.5	0.2	27.6	3.4
CCOC(=O)Nc1ccc2c(COC(=O)CNS(=O)(=O)c3cccc(Br)c3)cc(=O)oc2c1	17.1[fluorescence artefact?]	-27.0	-1.6	-5.3	4.7	-31.9	-3.8	1.3	-0.4
CCc1cc(C(=O)NNC(=O)CCl)sc1C	-4.1	-10.2	0.9	8.7	11.3	4.8	-12.0	5.5	0.7
COc1ccc([N+](=O)[O-])cc1N(CC(=O)NCc1ccco1)S(C)(=O)=O	0.5	-15.0	3.4	2.3	5.8	11.1	0.2	10.8	0.5
COc1ccc(NC(=O)C2CSC3c4ccccc4C(=O)N23)cc1 (stereo unspecified)	-4.0	-8.6	-0.5	3.1	5.6	3.3	-5.0	4.2	1.9
Cc1ccc(Cc2cnc(NC(=O)/C(C#N)=C/c3ccc(-c4ccccc4[N+](=O)[O-])o3)s2)cc1	-11.0	-35.1	27.4*	-18.5	2.8	-15.2	-23.6	·	0.6
O=C(Nc1cc(Cl)cc(Cl)c1)c1cccc(OC(F)F)c1	9.1	-16.7	-3.4	-7.8	-1.1	-38.7	-4.5	8.2	2.2
COc1cc(-c2cc3nc(C)c(C)c(=O)n3[nH]2)cc(OC)c1OC	8.3	6.8	1.7	5.3	-3.0	13.5	4.5	9.8	-0.4
Cc1cc(C)c(NC(=O)Cc2ccc(-n3cccc3)cc2)c(C)c1	13.5	-6.8	0.2	-2.4	4.6	-11.4	7.5	7.3	0.1
CCc1nnc(NC(=O)CSc2nc(C)cc(C)c2C#N)s1	5.2	-7.7	5.2	-4.1	1.6	-4.8	-14.2	3.5	0.9
Clc1ccc(-n2ncc3c(N4CCCC4)ncnc32)cc1	-1.8	0.3	-1.8	13.0	6.7	-22.8	15.6	15.3	2.8
O/N=C/c1ccc2cccc(O)c2n1	-2.7	5.3	·	-5.2	8.4	-4.6	21.6	5.7	0.8
Cc1ccc(N/N=C(\Cc2nc3ccccc3[nH]2)c2ccccc2)cc1	-1.9[fluorescence artefact?]	-5.7	3.4	0.0	5.8	-9.4	-20.2	1.6	0.2
COc1ccccc1NC(=O)CSc1nncn1-c1cccnc1	-1.1	-11.4	-5.0	5.6	0.3	5.3	-25.7	15.2	-2.1
CC(C)CNc1ncnc2c1sc1nc(N3CCOCC3)c3c(c12)CC(C)(C)OC3	0.8	-13.8	-1.1	-4.5	-1.9	38.4	-42.8	8.7	0.0
Cc1ccc(C)c(SCc2nc3sc(C(=O)O)c(C)c3c(=O)[nH]2)c1	-9.6	-10.6	·	-5.4	4.6	4.3	18.6	5.3	1.3
COc1ccccc1C(=O)NCCn1cc(SCC(=O)Nc2cc(C)on2)c2ccccc21	-5.1	1.5	5.9	-13.4	-6.0	1.1	-17.7	0.9	-0.1
Cc1ccc(CN2C(=O)CCC2C(=O)NCc2ccc3c(c2)OCO3)cc1 (stereo unspecified)	-3.0	-10.2	2.1	15.8	-3.0	19.3	-5.4	15.4	0.1
C=CCn1c(=O)/c(=C2/SC(C)=C(C)N2CC)s/c1=C1/C(=O)N(C)C(=S)N1c1ccccc1	·	-10.6	-0.6	-4.6	1.0	·	-16.5	·	-2.2
CN1CCC(N(C)C(=S)Nc2ccc(F)cc2)CC1	-1.7	-9.0	4.5	0.9	-1.2	-16.2	-4.2	13.6	-0.1
NC(=O)CCN(Cc1ccccc1)S(=O)(=O)c1ccccc1	8.9	4.4	-7.4	-10.7	7.0	-6.2	-9.4	1.6	-0.5

Later entries
SMILES	eIF4E-4G inh	S1P4 antagonist	NPY-Y1 antag	NPY-Y2 PAM-ag	p97 inhibitor	EP2 mod	NPY1 pot ag	PGE2 EP2 inh	S1P4 ag
O=C(CCCOc1ccccc1)Nc1nncs1	11.5	-8.4	4.0	4.2	6.6	23.7&14.3	-3.4	3.8&7.2	2.9
Cc1ccc(NC(=O)CN(C)Cc2nc3ccccc3c(=O)[nH]2)c(Br)c1	-4.7	-2.1	7.4	-3.7	-8.8	-18.2	-10.5	7.4	-0.9
Cc1cc(C)n(-c2nnc(C)c(=O)[nH]2)n1	-1.3	11.2	-1.9	2.5	1.2	-28.3	7.1	5.8	1.5
COC(=O)/C(=C\C(=O)c1ccccc1)Nc1cccc(C(F)(F)F)c1	1.3	-10.1	5.5	2.2	2.8	9.2	-15.3	16.3	-0.1
Cc1sc2c(=O)n3c(nc2c1C(=O)NC1CCCCC1)CCCCC3	-3.1	-13.8	4.1	4.0	6.5	41.2	-13.6	16.5	2.2
COc1ccc(-c2nc(CS(=O)CC(=O)NCC3CCCO3)c(C)o2)cc1 (stereo unspecified)	0.4	1.2	0.3	-2.2	0.8	-15.2	14.8	12.2	0.8
CCC(=O)c1ccc(OCC(O)CN2CCCCC2)cc1 (stereo unspecified)	10.4	-7.2	1.4	-20.9	-6.4	10.6	5.7	6.2	-0.5
CC(Sc1nncs1)C(=O)Nc1ccc(Cl)cn1 (stereo unspecified)	2.5[fluorescence artefact?]	-17.4	-2.3	-1.7	5.0	26.4	-5.1	9.6	2.1
O=C(Nc1cnc2ccccc2c1)N1CCCCC1	2.5[fluorescence artefact?]	-12.9	-3.0	6.0	5.4	11.9	-4.0	11.9	-0.3
O=C(N/N=C/c1cccc(F)c1)NC1CCCCC1	-5.3	1.6	3.4	2.3	-1.0	84.8*	-3.5	4.6	0.0
CCOC(=O)c1cc(-c2ccccc2)sc1N	15.1[fluorescence artefact?]	-7.2	-3.2	-5.3	4.9	-8.7	26.3	·	-1.1
CCOc1ccccc1NC(=O)C1CCN(c2ccc(S(=O)(=O)N3CCCC3)cc2)CC1	-4.5	4.1	-6.6	-15.5	0.8	8.9&28.4	5.0	6.7&12.1	0.4
O=c1c2[nH]c3ccc(F)cc3c2ncn1CCN1CCOCC1	3.0	-24.3	-1.4	16.7	4.7	-9.0	5.7	12.0	0.7
Cc1sc(NC(=O)c2ccco2)c(C(c2cccnc2)N2CCN(c3ccc(F)cc3)CC2)c1C (stereo unspecified)	-4.6	-7.3	8.9	5.1	-0.3	-15.1	-3.1	6.8	0.5
O=C(CCCCn1c(=O)[nH]c2ccsc2c1=O)NCc1ccc2c(c1)OCO2	-1.9	-10.2	5.4	4.3	2.0	-15.1	-4.0	7.8	0.0
Cc1cc(C)c(NC(=O)CCCOC(=O)C2=COCCO2)c(C)c1	-1.1	-5.0	5.0	2.9	-7.8	8.2	-11.3	13.6	-2.1
CCCCNC(=O)CCC(=O)Nc1ccc2nc(N3CCCCC3)cc(C)c2c1	3.4	-17.5	2.4	-11.2	1.1	-24.9	-11.7	10.8	-1.3
CN1CCN(C(=O)c2cc3c(C(F)(F)F)nn(C)c3s2)CC1	-5.5	-11.4	7.6	-10.3	0.7	-0.4	8.9	11.4	-0.3
Cc1ccc(SC(C)C(=O)Nc2cccc(N(C)S(C)(=O)=O)c2)cc1 (stereo unspecified)	1.6	2.5	-2.2	8.8	2.0	-10.6	5.7	6.1	-2.5
O=C(COc1ccccc1)NC(NC(=S)Nc1ccccc1C(=O)O)C(Cl)(Cl)Cl (stereo unspecified)	25.0	-55.8	-4.1	-5.0	2.2	9.9	0.7	-1.7	-0.1
C=CCNc1nnc(SC2CC(=O)N(c3ccc(OC)cc3)C2=O)s1 (stereo unspecified)	-0.1[fluorescence artefact?]	-4.9	-5.0	-11.5	2.5	-1.4	-11.9	4.9	-2.2
NS(=O)(=O)c1ccc(CNC(=O)c2ccc(Cl)cc2[N+](=O)[O-])cc1	0.6	-6.0	3.0	-0.9	7.5	9.4	-3.4	8.4	-1.2
CCCCCn1c(=O)c(F)cn(Cc2ccc(OC)c([N+](=O)[O-])c2)c1=O	0.1	7.2	0.1	-1.6	2.6	-1.8	8.9	5.4	3.0
COc1ccc(CC(=O)NNC2=Nc3cccc4cccc2c34)cc1	-0.7	-2.6	·	-10.3	1.1	-33.3	-6.6	8.1	0.2
C=CCN(CC=C)C(=O)Cc1ccc(F)cc1	5.4	13.6	2.9	2.3	-2.8	2.5	-3.6	0.3	-0.4

Pulled one by one from above (4):
SMILES	eIF4E-4G inh	S1P4 antagonist	NPY-Y1 antag	NPY-Y2 PAM-ag	p97 inhibitor	EP2 mod	NPY1 pot ag	PGE2 EP2 inh	S1P4 ag
CC(Sc1nncs1)C(=O)Nc1ccc(Cl)cn1 (stereo unspecified)	2.5[fluorescence artefact?]	-17.4	-2.3	-1.7	5.0	26.4	-5.1	9.6	2.1
Cc1ccc(NC(=O)CN(C)Cc2nc3ccccc3c(=O)[nH]2)c(Br)c1	-4.7	-2.1	7.4	-3.7	-8.8	-18.2	-10.5	7.4	-0.9
Cc1cc(C)c(NC(=O)CCCOC(=O)C2=COCCO2)c(C)c1	-1.1	-5.0	5.0	2.9	-7.8	8.2	-11.3	13.6	-2.1
CCOC(=O)c1cc(-c2ccccc2)sc1N	15.1[fluorescence artefact?]	-7.2	-3.2	-5.3	4.9	-8.7	26.3	·	-1.1

Next part:
SMILES	eIF4E-4G inh	S1P4 antagonist	NPY-Y1 antag	NPY-Y2 PAM-ag	p97 inhibitor	EP2 mod	NPY1 pot ag	PGE2 EP2 inh	S1P4 ag
COc1ccccc1N1N=C(C(=O)c2ccccc2)C2C(=O)N(c3ccc(Br)cc3)C(=O)C21 (stereo unspecified)	0.7	4.1	·	-8.3	4.3	4.4	-3.3	13.5	0.7
C/C(=N\NC(=O)C1CC1)c1ccccc1O	-1.4	-11.2	3.3	-6.3	3.1	10.5	10.5	9.9	-0.5
C=CCn1c(Cc2nc3ccccc3[nH]2)n[nH]c1=S	-5.0	-11.0	1.0	8.3	-1.4	21.4	2.7	6.4	0.5
COC(=O)CSc1nnc(CNC(=O)c2ccccc2F)n1-c1ccccc1	-4.0	-4.7	3.5	4.9	-4.5	9.6	-10.9	3.1	0.6
CCOC(=O)Nc1c(C(=O)OC)[nH]c2cc(OC)ccc12	·	-4.7	-5.2	13.8	-3.3	·	4.7	8.5	-1.4
Cc1ccccc1-c1noc(C2CCCCC2)n1	3.4[fluorescence artefact?]	-8.2	-2.1	-2.2	1.7	15.0	24.1	2.1	1.6
CCn1c(NCCO)nc2c(c1=O)C(C)(CC)Cc1ccccc1-2 (stereo unspecified)	3.2	-7.7	·	28.2	-7.7	-9.9	8.4	12.7	-0.5
CCOc1ccc(-c2cn(CCC#N)cn2)cc1	-5.2	-14.7	4.4	8.9	5.0	-2.9	1.7	2.7	2.4
c1ccc(-c2nc(-c3ccc(-c4ccon4)s3)no2)cc1	-3.2	8.3	·	16.3	4.2	7.3	18.8	10.5	0.2
CCCCCC(=O)OC(CN1CCCCCC1)CN1CCCC1=O (stereo unspecified)	-1.7	-6.4	·	38.2	5.6	5.9	7.1	7.4	1.2

The list is partial; rates above refer to the full screens.
